# Bioassay records as filed in PubChem.
# MLL CXXC-DNA inh: inhibitors of human MLL CXXC domain-DNA interaction. 290,000 tested, 0.037% active. MLL-CXXC / FITC-HOXA9 DNA fluorescence polarization. Potency, µM (top dose mostly 115 µM), for inactives: at the highest dose activity change, negative = inhibition, usual class: inhibitors. Q03164; active means well fitted inhibition curve with a large enough effect in the polarisation, with a control signal flat, not every such curve was filed as active; inconclusive means small, poorly fitted or top-dose-only effect, or effect the other way, or a change in a side signal; inactive means no such curve, though single readings can be large or run the other way; the % refers to the polarisation; further: potency means the concentration at half of the fitted maximal effect
#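 Steps: dispense CXXC domain solution (7 uM) → pin compounds or unlabeled HOX-A9 DNA control → 5 min ambient → add FLSN-HOX-A9 solution (50 nM) → spin → 30 min ambient → fluorescence polarization. Tris pH 7.5/NaCl/DTT/BSA buffer.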
# TCR act: T cell receptor activation. primary human leukocytes, anti-CD3, IL-2 HTRF, 48 h. AID 504894. Potency, µM (doses to about 9.22 µM), without a hit: at the top dose activation of IL-2 secretion, most hits filed as activators. 330,000 tested, under 10 active; further: % of control where 0% means no effect
#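 Primary human leukocytes incubated 48 hr with anti-CD3 beads plus compound, without co-stimulation. Secreted IL-2 measured by HTRF (europium cryptate/d2 anti-IL-2 pair, 320 nm excitation, 665 nm emission).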
# KCNH2 WT inh: KCNH2 (human, wildtype) channel inhibition; U2OS, BacMam KCNH2, thallium flux FluxOr; stronger effect = lower value; 340,000 tested, 0.37% active; AID 720551; Q12809; activity change, % at 1.84 µM;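 active means maximum activity change below -70%; inconclusive means maximum activity change between -70% and -50%; inactive means maximum activity change above -50%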; further: on the % scale 0 is the no-effect control and ±100 the full control effect
# Target sequence (Q12809 whole entry, looked up): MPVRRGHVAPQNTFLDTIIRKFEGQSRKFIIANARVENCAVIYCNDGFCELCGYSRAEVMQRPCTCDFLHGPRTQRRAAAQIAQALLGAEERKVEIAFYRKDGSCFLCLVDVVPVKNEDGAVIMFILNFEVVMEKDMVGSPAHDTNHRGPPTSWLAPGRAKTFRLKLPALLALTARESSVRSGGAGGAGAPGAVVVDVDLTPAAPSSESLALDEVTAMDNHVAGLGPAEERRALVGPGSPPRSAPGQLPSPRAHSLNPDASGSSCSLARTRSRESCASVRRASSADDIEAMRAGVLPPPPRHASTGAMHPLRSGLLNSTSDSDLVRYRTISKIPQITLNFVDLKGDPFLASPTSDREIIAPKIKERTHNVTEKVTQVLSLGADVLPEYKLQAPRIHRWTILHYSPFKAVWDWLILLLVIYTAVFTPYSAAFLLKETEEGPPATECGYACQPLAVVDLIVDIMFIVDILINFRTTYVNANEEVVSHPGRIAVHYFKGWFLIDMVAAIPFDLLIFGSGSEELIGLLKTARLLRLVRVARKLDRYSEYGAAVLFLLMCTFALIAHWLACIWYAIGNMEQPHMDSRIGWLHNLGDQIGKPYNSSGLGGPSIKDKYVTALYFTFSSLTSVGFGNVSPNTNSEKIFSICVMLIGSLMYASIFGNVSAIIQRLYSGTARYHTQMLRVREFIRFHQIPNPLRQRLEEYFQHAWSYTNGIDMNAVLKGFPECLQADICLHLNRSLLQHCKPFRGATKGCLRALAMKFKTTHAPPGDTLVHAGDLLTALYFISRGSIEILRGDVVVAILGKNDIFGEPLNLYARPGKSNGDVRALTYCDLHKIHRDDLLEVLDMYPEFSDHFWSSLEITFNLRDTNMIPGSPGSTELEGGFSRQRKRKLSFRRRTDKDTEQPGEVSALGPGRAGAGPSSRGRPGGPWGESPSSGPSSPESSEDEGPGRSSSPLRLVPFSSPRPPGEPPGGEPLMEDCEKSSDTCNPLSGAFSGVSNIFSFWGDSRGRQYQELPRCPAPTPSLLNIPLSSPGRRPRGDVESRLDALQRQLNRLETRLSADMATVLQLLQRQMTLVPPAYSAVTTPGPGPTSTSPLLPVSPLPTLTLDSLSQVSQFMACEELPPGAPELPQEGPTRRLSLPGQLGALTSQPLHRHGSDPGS
#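 U2OS cells were transduced with wild-type KCNH2 virus (2.03 x 10^8 / mL) for 4 h at room temperature, then cultured overnight at 37 C. Thallium flux was read with FluxOr dye. Rate constants were normalized to DMSO controls.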
# GALK inhibitor: inhibitors of human galactokinase; P51570; Purified GALK, Kinase-Glo residual ATP luminescence; Potency, µM (titrated, usually from 57.5 µM), for inactives: top-dose activity change, negative = inhibition, actives largely listed as inhibitors; 270,000 tested, 0.007% active; AID 1868; further: potency means the concentration at half of the fitted maximal effect; on the % scale 0 is the no-effect control and ±100 the full control effect
#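 The enzyme phosphorylates galactose (100 uM) using ATP (35 uM); inhibition is detected as higher residual ATP, quantified by bioluminescence after 1 h reaction at room temperature, pH 8.0.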
# TSHR antag: blocks TSH signaling through the human TSH receptor; TSHR-expressing cells, TSH-stimulated cAMP HTRF, 2 h; stronger effect = lower value; activity change, negative = inhibition, % at 11.5 µM; 330,000 tested, 0.2% active; AID 504810;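 active means activity change below a set negative limit, meaning inhibition stronger than a set level, cut at about -70% in these data; inconclusive means activity change between two set negative limits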; further: on the % scale 0 is the no-effect control and ±100 the full control effect
#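 Inhibition of cAMP made by TSHR-expressing cells under TSH stimulation (4nM final, EC80; 2 h, 37 deg C) is quantified with a one-step lysis HTRF kit, anti-cAMP cryptate versus cAMP-d2.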
# A-T KAP1 phos: candidate therapy for ataxia-telangiectasia. Potency, µM (top dose mostly 57.5 µM), inactives show at the top dose activation, usual class: activators. […] A-T fibroblasts, KAP-1 phosphorylation AlphaLISA; neocarzinostatin DNA damage 30 min before lysis. 320,000 tested, 0.19% active; further: potency means the concentration at half of the fitted maximal effect; % of control where 0% means no effect; nearly all actives have a fitted effect of over 45% in size
#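 ATM-like activity read as KAP-1 phosphorylation via AlphaLISA donor/acceptor antibody pairs after lysis and 6 hr at 25C. Cells were ATM-null patient fibroblasts ([…], hTERT), dosed 60 min, then exposed to the DSB inducer NCS for 30 min.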
# Chronic BCR inh: blocks chronic active B-cell receptor signaling. ABC-DLBCL IkBa-CBG/CBR reporter, luminescence ratio, 4 h. Potency, µM (series often up to 46.1 µM), without a hit: top-dose ratio change, negative = lower green/red ratio, hits mostly inhibitors. 340,000 tested, 0.05% active. AID 493014; active means well fitted inhibition curve with a large enough effect in the signal ratio, with a control signal flat, not every such curve was filed as active; inconclusive means small, poorly fitted or top-dose-only effect, or effect the other way, or a change in a side signal; the % refers to the signal ratio;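 further: potency means the concentration at half of the fitted maximal effect; plate controls were basal doxycycline-induced cells for no effect and cells given 10 µM MG132 for full effect; MG132 reads +100%, hits lower the ratio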
#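 TMD8 ABC-DLBCL cells carrying doxycycline-inducible green luciferase fused to IkappaBalpha plus unfused red luciferase were exposed to compounds (up to 46 uM) for 4 hrs at 37C. Activity came from the overlap-corrected green/red luminescence ratio.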
# Tb PFK inh: inhibitors of T. brucei phosphofructokinase; T. brucei PFK, ADP-Glo luminescence; 330,000 tested, 0.17% active; Potency, µM (doses to about 57.5 µM), inactives show at the highest dose activity, negative = inhibition, hits mostly inhibitors; O15648;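 further: potency means the concentration at half of the fitted maximal effect; 0% = uninhibited 1x PFK enzyme wells and -100% = no-enzyme wells; nearly all actives have a fitted effect of over 60% in size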
#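 1.25 nM PFK with 0.5 mM F6P and 0.1 mM ATP in 0.1 M TEA pH 8.0, 5 mM MgCl2, incubated 45 min at room temperature; ADP measured by ADP-Glo luminescence; compounds titrated up to 57 uM.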
# Giardia killer: kills Giardia lamblia; Giardia lamblia trophozoite viability; activity change, % at 7.66 µM, hits read low; 340,000 tested, 0.15% active; AID 540267; in the data active means activity change below about -80%; inconclusive means between about -30% and that limit;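 further: parasites exposed to compound for two days anaerobically before the ATP read; on the % scale 0 is the no-effect control and ±100 the full control effect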
#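 Killing of trophozoites was scored by loss of ATP luminescence after a 48 hrs anaerobic exposure to compounds at 37 deg C, using 100 cells per well.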
# FBPA coupling cs: counter-screen for Giardia aldolase inhibitors: coupling enzyme system | coupling enzyme system counterscreen, AmpLite Red fluorescence | activity change, negative = inhibition, % at 58.2 µM, hits read low | 290,000 tested, 0.67% active; in the data active means activity change below about -30%; further: on the % scale 0 is the no-effect control and ±100 the full control effect
#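 Final compound at 57.5 uM, incubated 10 min at RT with coupling enzyme reagent (glyceraldehyde-3-phosphate), then 20 min with substrate and AmpLite Red detection. Fluorescence read at 525/598 nm; tests interference with the coupling assay, not aldolase inhibition.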
# * = called active by the depositor; ? = inconclusive; . = no result given; & = joins results of further samples; [ ] = another dose, or the depositor's remark. Unless noted, the call rests on the fitted dose curve; in most records, active means well fitted curve in the direction sought with a large enough effect; inconclusive means small, poorly fitted or top-dose-only effect, or another doubt; inactive means no such curve, though single readings can be large; an effect the other way counts as inactive or inconclusive.
Molecule	MLL CXXC-DNA inh	TCR act	KCNH2 WT inh	GALK inhibitor	TSHR antag	A-T KAP1 phos	Chronic BCR inh	Tb PFK inh	Giardia killer	FBPA coupling cs
O=C(Cc1ccc(Nc2nc(=S)[nH]c3ccccc23)cc1)NC1CCCCC1	10%	.	.	9%	-4	-3%	-2%	3%	.	-1
CCc1ccccc1-n1c(SCC(=O)N2CCCC2)nc2[nH]ncc2c1=O	1%	6%	0	0%	11	-6%	0%	4%	-15	4
NS(=O)(=O)c1ccc(NC(=S)NCCc2ccccc2)cc1	1%	-10%	.	0%	-12	5%	-4%	?	-15	0
Cc1sc2nc(C)n(/N=C/c3ccccc3)c(=O)c2c1C	3%	-24%	0	0%	-15	3%	-10%	8%	8	3
O=C(CNCC1CCCO1)N1CCCc2ccccc21 (stereo not drawn)	14%	.	8	1%	3	1%	?	18%	-15	3
Cc1ccc([N+](=O)[O-])cc1NC(=S)NC(=O)c1ccco1	22%	-6%[46.1 µM]	2	-1%	-3	-4%	-1%	-2%	4	3
Cc1cc(NC(=O)CSc2ncc(C(F)(F)F)cc2Cl)no1	.	-6%[46.1 µM]	-3	.	-9	-10%	2%	-2%	2	.
Cc1nc(-c2ccc(Cl)cc2)sc1C(=O)CBr	5%	7%	1	2%	-7	-5%	0%	5%	-2	5
O=C(CSc1nc2ccncc2[nH]1)Nc1ccccc1C(F)(F)F	-9%	-4%	-1	5%	4	7%	-3%	-2%	12	4
Clc1ccc(-c2nnc(C3CC3)o2)cc1	-11%	-1%	0	4%	-2	-5%	?	-2%	-12	0
CC1CCCCC1NC(=O)CN1CCC(NC(=O)c2cccc(F)c2)CC1 (stereo not drawn)	1%	-5%	-5	0%	11	-5%	1%	2%	-5	-1
O=C(CCC1CCCC1)N1CCC(N2CCN(c3ccccc3)CC2)CC1	-5%	2%	0	-1%	12	-6%	?	-5%	-10	3
Cc1c(C(=O)Nc2ccc(OCc3ccccc3)cc2)cccc1[N+](=O)[O-]	-11%	.	5	4%	14	14%	0%	-11%	6	1
O=C(COc1ccc(S(=O)(=O)N2CCOCC2)cc1)N1CCc2ccccc2C1	-7%	8%	3	-3%	-6	13%	1%	4%	18	-2
O=C(NCc1cccs1)c1cc(-c2ccccn2)nc2ccc(Br)cc12	-7%	-14%	2	-2%	24	-3%	3%	0%	11	3
Cc1ccc(C(=O)NC2CCCCCC2)o1	6%	0%	6	-2%	-6	4%	?	-3%	-24	1
Cc1cc(C(C)(C)C)cc(S(=O)(=O)Nc2ccc(C(=O)O)cc2)c1C	10%	2%	4	-3%	-17	-9%	1%	1%	-2	20
O=C(NC(=S)NCc1ccco1)c1ccccc1	1%	-1%	0	0%	5	-2%	3%	1%	-9	1
COc1ccc(S(=O)(=O)N2CCN(c3ccccc3OC)CC2)cc1	4%	.	0	-5%	-4	14%	-3%&2%	-3%	2	3
CCOC(=O)CC(=O)CSc1nc2c(cc1C#N)CCCCC2	-7%	2%	-14	-2%	-9	3%	0%	-11%	-10	-1
COc1ccccc1N1CCN(C(=O)C2CCN(C(=O)c3ccccc3C)CC2)CC1	8%	3%	-3	1%	2	-5%	?	-1%	-4	-1
S=c1[nH]ccn1-c1cccc(Cl)c1	2%	-4%[46.1 µM]	4	3%	6	-1%	3%	-8%	2	0
Cc1cc(C(=O)NN=C(CCC(=O)O)c2cccs2)c(C)o1	.	-6%	-18	.	.	-4%	?	16%	4	.
CC(Oc1ccccc1Cl)C(=O)N(Cc1cccs1)C1CCS(=O)(=O)C1 (stereo not drawn)	.	-2%	3	.	28	13%	9%	-2%	-2	3
O=C(Nc1ccc(F)cc1)C1CC(=O)N(Cc2ccco2)C1 (stereo not drawn)	-1%	4%	-1	5%	12	3%	0%	-6%	-2	.
CCC1CCCCN1S(=O)(=O)c1ccc(NC(=O)CSc2ncccc2C(=O)O)cc1 (stereo not drawn)	-10%	11%	2	8%	-5	3%	2%	1%	24	15
Cc1cc(C)n2nc(SCc3cc(=O)oc4cc(C)c(C)cc34)nc2n1	-9%	.	.	-4%	11	-2%	1%	-5%	.	-4
CC(C)(C)OC1NS(=O)(=O)OCC1NCOC(Cl)(Cl)Cl (stereo not drawn)	-3%	-6%	-2	.	6	9%	4%	2%	-2	-5
COc1ccc(Cl)cc1-c1nc(SCC(=O)N(C)CCC#N)n[nH]1	7%	1%	-1	-1%	-11	7%	1%	4%	-12	-1
CCCN(CCC)CC(O)COc1ccccc1C(=O)Nc1ccccc1 (stereo not drawn)	1%	8%	14	0%	-10	-3%	3%	0%	3	-1
O=C(NCc1cccs1)C1CCCN(S(=O)(=O)c2cnc[nH]2)C1 (stereo not drawn)	-3%	0%	-6	2%	-3	4%	?	-1%	17	1
CC1CCN(S(=O)(=O)c2cccc(S(=O)(=O)N3CCCC3)c2)CC1	-2%	2%	-17	4%	-1	10%	10%	0%	-5	-1
NCCCCCc1nnc(SCC(=O)Nc2cccc(Cl)c2)o1	7%	-4%	7	0%	0	-1%	-1%	1%	29	4
Cc1ccc(S(=O)(=O)N2CCN(C(=O)CCC(=O)NCCc3ccc(S(N)(=O)=O)cc3)CC2)c(C)c1	-1%	5%	-2	12%	9	-3%	3%	-9%	11	0
COC(=O)c1ccc(COC(=O)CCC(=O)c2cccs2)cc1	8%	6%[46.1 µM]	-2	1%	-1	7%	?	-4%	-14	0
COc1ccc(/C=N/NC(=O)CCn2cnc(-c3ccccc3)c2-c2ccccc2)cc1	-4%	2%[46.1 µM]	1	-1%	6	0%	23µM*	0%	-2	6
O=C1N[C@@H](Cc2c[nH]c3ccccc23)COC(=O)[C@H](Cc2ccc(F)cc2)C/C=C\C[C@@H]1CC(=O)N(CCO)Cc1ccccc1	.	4%	-8	.	-3	0%	-3%	2%	-10	.
COc1cc(OC)cc(C(=O)NCCNC(=O)c2ccccn2)c1	5%	-2%	30	-2%	13	4%	7%	0%	11	1
COC(=O)C1=C(C)NC(=O)NC1c1ccc(OC(=O)c2ccco2)cc1 (stereo not drawn)	71%[activator]	1%	-1	3%	-5	5%	0%	-4%	3	6
O=C(COc1ccccc1F)Nc1ccc(S(=O)(=O)Nc2nccs2)cc1	-4%	-4%	-4	17%	10	-7%	5%	4.8µM*	1	-1
O=C(NN=C(Cc1ccccc1)Cc1ccccc1)c1ccccc1F	-8%	2%	5	0%	7	6%	?	-8%	-20	0
O=C(Nc1ccc2c(c1)C(=O)NC2=O)c1ccccc1	15%	-5%	-11	.	7	0%	?	-26%	14	-1
O=C(c1cc(-c2cccs2)on1)N1CCCc2ccccc21	2%	0%	-23	0%	-8	-4%	-2%	-3%	-9	12
CC1Cc2ccccc2N1C(=O)CCS(=O)(=O)c1cccc2nonc12 (stereo not drawn)	1%	11%	9	0%	-2	7%	-1%	-5%	7	-3
COc1cc(C(=O)N(CCCO)Cc2cc3ccc(C)c(C)c3[nH]c2=O)cc(OC)c1OC	1%	-3%	-11	1%	1	-9%	-1%	-4%	-2	0
O=C(OCc1nc2scc(-c3ccccc3)c2c(=O)[nH]1)c1cc(Cl)ccc1[N+](=O)[O-]	-1%	13%[46.1 µM]	-6	1%	-10	6%	-3%	5%	32[activator]	3
Cc1cc(/C=C(\C#N)C(=O)O)c(C)n1CCC(C)C	-3%	2%	-4	0%	13	?	17%	2%	0	25
O=C(COc1ccc(Oc2ccccc2)cc1)NCc1cn2ccccc2n1	5%	3%	-13	1%	-5	8%	?	3%	1	3
O=C1CCN(Cc2ccccc2)CCN1CCSc1ccccc1	14%	3%	-12	.	4	4%	4%	0%	6	0
Cc1cccc2cc(CN(CC3CCCO3)C(=S)Nc3ccccc3)c(=O)[nH]c12 (stereo not drawn)	?	6%	2	3%	-4	-1%	-11%	0%	8	1
N#CCCn1cc(C(=O)Nc2ccccc2Br)c(-c2cc3ccccc3o2)n1	1%	-2%[46.1 µM]	2	0%	-13	-4%	-4%	4%	-4	3
COc1ccc(S(=O)(=O)Nc2ccc3c(c2)C(=O)N([C@H](C)CO)C[C@H](C)[C@@H](CN(C)C(=O)NC2CCCCC2)O3)cc1	.	-3%	-28	.	1	-1%	?	2%	-25	.

# Ordered by value in Tb PFK inh (rising): 3 of the compounds above.
SMILES,Tb PFK inh
COC(=O)C1=C(C)NC(=O)NC1c1ccc(OC(=O)c2ccco2)cc1 (stereo not drawn),-4%
COc1ccc(Cl)cc1-c1nc(SCC(=O)N(C)CCC#N)n[nH]1,4%
O=C(OCc1nc2scc(-c3ccccc3)c2c(=O)[nH]1)c1cc(Cl)ccc1[N+](=O)[O-],5%
